High-throughput results deposited in PubChem by National Center for Advancing Translational Sciences (NCATS).
HCV inh – qHTS Assay for Inhibitors of Hepatitis C Virus (HCV) | Huh7.5.1 HCVcc-Cre infection, luciferase reporter, 44 h | Potency, µM (highest dose often 41.8 µM), inactives show at the highest dose activity change, negative = inhibition, most hits filed as inhibitors | 340,000 compounds, 3.4% hits | AID 651820, 2012; also: potency is read from the fitted curve at half-maximal effect
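Seed cells (1,000/well) for 4 h; treat with compound and infect with HCVcc-Cre, moi about 0.5. Incubate 44 h, then detect luciferase activity.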
FBPA Giardia inh – qHTS Assay for Inhibitors of Fructose-1,6-bisphosphate Aldolase from Giardia Lamblia | AID 2451, 2010 | purified Giardia FBPA | Potency, µM (series often up to 59.6 µM), without a hit: at the highest dose activity, negative = inhibition, hits mostly inhibitors | 290,000 compounds, 0.71% hits; also: potency is read from the fitted curve at half-maximal effect; nearly all actives have a fitted effect of over 55% in size
Target sequence (A8B2U2 whole entry, looked up): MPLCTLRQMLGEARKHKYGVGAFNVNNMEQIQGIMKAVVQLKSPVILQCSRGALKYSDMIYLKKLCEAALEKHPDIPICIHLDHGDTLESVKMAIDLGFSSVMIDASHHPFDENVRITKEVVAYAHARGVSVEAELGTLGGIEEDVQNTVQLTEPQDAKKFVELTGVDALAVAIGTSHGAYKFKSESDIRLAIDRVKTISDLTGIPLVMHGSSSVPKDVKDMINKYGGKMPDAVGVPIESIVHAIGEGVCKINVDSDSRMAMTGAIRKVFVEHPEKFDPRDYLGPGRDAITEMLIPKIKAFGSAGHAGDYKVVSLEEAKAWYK
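Giardia FBPA (40 nM reagent) was preincubated 10 min at RT with compound (up to 57.5 uM final), then substrate plus GAPDH/TPI/NAD/arsenate coupling system with diaphorase/resazurin was added; resorufin fluorescence (525/598 nm) was read after 20 min.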
HCMV inh – qHTS Assay for inhibitors of the human cytomegalovirus (HCMV); HFF cells, HCMV-luciferase reporter, 72 h; hits give low values; activity change, negative = inhibition, % at 57.5 µM; 410,000 compounds, 4.5% hits; AID 1259415, 2018; in the data active = activity change below about -60%; inconclusive = no clear call, values can overlap the other calls; inactive = above about -39%
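Two compound doses tested in HFFs infected with HCMV-luciferase, MOI 1 PFU/cell, 72 h at 37C. Lysate luminescence read with OneGlo; data normalized against buffer-only and 10uM Salinomycin inhibitor controls.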
Sm TGR block – qHTS Assay for the Inhibitors of Schistosoma Mansoni Peroxiredoxins. Schistosoma mansoni thioredoxin glutathione reductase (TGR), Q962Y6. 360,000 compounds, 3% hits. purified TGR, DTNB reduction, TNB absorbance 405 nm. Potency, µM (highest dose often 114 µM), without a hit: top-dose activity change, negative = inhibition, hits mostly inhibitors; also: potency is read from the fitted curve at half-maximal effect; nearly all actives have a fitted effect of over 60% in size
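TGR 20 nM + NADPH 100 uM (dispensed conc.), cpd preinc 15 min RT; start with NADPH (500 uM addition) then DTNB (15 mM addition). Kinetic TNB absorbance, 405 nm filter. Four-parameter Hill fit across titration.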
AMA1 RON2 block – qHTS for Inhibitors of AMA1-RON; Towards Development of Antimalarial Drug Lead: Primary Screen | Potency, µM (titrated, usually from 58.2 µM), without a hit: at the top dose activity change, negative = inhibition, actives largely listed as inhibitors | AlphaScreen AMA1-biotinylated RON2 peptide binding | Plasmodium falciparum AMA1 (3D7) - RON2 peptide interaction | 360,000 compounds, 0.2% hits;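 also: potency is read from the fitted curve at half-maximal effect; 0% = vehicle wells and -100% = peptide control; nearly all actives have a fitted effect of over 45% in size; some results filed as inactive show a strong effect at the top dose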
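AMA1 (3D7) with his tag at 25 nM final met compounds first, then biotinylated RON2 peptide at 25 nM; detection used donor plus acceptor beads, 10 µg/mL apiece, read by AlphaScreen after 30 min at room temperature.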
AmpC inh detg – qHTS Inhibitors of AmpC Beta-Lactamase (assay with detergent). Potency, µM (series often up to 114 µM), for the others: top-dose activity change, negative = inhibition, actives largely listed as inhibitors. AmpC hydrolysis of nitrocefin, absorbance 480 nm, 0.01% Triton. P00811. 370,000 compounds, 0.041% hits. AID 485294, 2010;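 also: potency is read from the fitted curve at half-maximal effect; 0% = no-compound wells and -100% = no-enzyme wells; nearly all actives have a fitted effect of over 25% in size; some results filed as inactive show a strong effect at the top dose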
Target sequence (P00811 whole entry, looked up): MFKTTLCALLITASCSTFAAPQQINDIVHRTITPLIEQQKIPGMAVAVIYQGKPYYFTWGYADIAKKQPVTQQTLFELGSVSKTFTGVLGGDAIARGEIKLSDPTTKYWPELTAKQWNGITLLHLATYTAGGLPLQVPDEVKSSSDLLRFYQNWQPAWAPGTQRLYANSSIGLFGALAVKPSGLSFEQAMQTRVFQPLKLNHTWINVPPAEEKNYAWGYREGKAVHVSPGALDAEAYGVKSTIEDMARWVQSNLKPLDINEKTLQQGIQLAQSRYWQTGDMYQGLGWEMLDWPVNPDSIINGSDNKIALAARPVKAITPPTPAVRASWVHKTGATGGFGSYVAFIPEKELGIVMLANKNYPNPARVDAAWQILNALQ
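AmpC (5.3 nM in the dispensed reagent) in 20 mM phosphate pH 7.0 with 0.01% (detergent screen) or 0.0001% Triton X-100 was preincubated with compounds for 15 min at room temperature. Nitrocefin was then added from an 800 uM solution, and hydrolysis was followed at 480 nm.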
The depositor's hits bear a star; ? = inconclusive; . = no result given; & = joins results of further samples; [ ] = dose if it differs, or a comment. Unless noted, calls follow the shape of the dose curve; as a rule, active = well fitted curve in the direction sought with a large enough effect; inconclusive = small, poorly fitted or top-dose-only effect, or another doubt; inactive = no such curve, though single readings can be large; an effect the other way counts as inactive or inconclusive. Unless noted, % is scaled to controls: 0 for no effect and ±100 for the full control effect.

SMILES	HCV inh	FBPA Giardia inh	HCMV inh	Sm TGR block	AMA1 RON2 block	AmpC inh detg
CCN(c1ccc(NC(=O)COC(=O)CCc2nc3ccccc3n2-c2ccccc2)cc1)C(C)C	?	-5.3%	50.1	3.2%	10µM*	?
O=C(Nc1ccc(OC(F)F)cc1)c1cc(S(=O)(=O)N2CCOCC2)ccc1N1CCCC1	-12.0%	.	7.8	.	-1.5%[11.6 µM]	.
COc1ccc(N(C(=O)c2ccc(S(=O)(=O)N3CCCC3)cc2)C2C=CS(=O)(=O)C2)cc1 (configuration not stated)	23.1%	0.2%	9.7	-6.6%	-2.3%	0.7%
CCSC1=N/C(=C\c2cccc(F)c2)C(=O)S1	7.7%	2.1%	19.4	-16.3%	2.4%	-2.0%
COc1ccc(C(=O)c2c(C)c3ccccc3n2CC(O)CNC(C)C)cc1 (configuration not stated)	?	-4.7%	-24.1	-1.8%	-0.1%	?
Cc1ccc([N+](=O)[O-])cc1NC(=S)NC(=O)c1cccnc1	-2.3%	-0.6%	?	-3.3%	-6.0%	1.5%
O=C(O)c1cc(-c2ccccc2)n(-c2ccc(Cl)cc2Cl)n1	23.3%	8.7%	-16.2	-3.1%	-9.2%	-10.2%
O=C(Nc1c(S(=O)(=O)c2ccccc2)csc1Br)c1ccccc1Cl	21.6%	3.7%	42.8	-3.2%	-5.6%	-2.3%
CC(C)(C)OC(=O)NCCC(=O)N/N=C/c1cccc2cccnc12	-0.7%	?	8.1	-1.2%	55.8%[activator]	-6.0%
Cc1c(C)n(Cc2ccccc2)c2ncnc(Cl)c12	?	-4.1%	-88.3*	7.3%	-3.9%	1.4%
NC(=O)c1ccsc1NC(=O)COC(=O)c1ccccc1NCc1ccco1	3.2%	17.1%	-8.4	2.1%	-3.7%	-18.9%
Cc1ccc(OCC(=O)N2CCN(C(=O)c3ccc([N+](=O)[O-])cc3)CC2)cc1	-4.6%	-4.0%	-17.2	-20.4%	2.0%	1.3%
CCNC(=O)n1nccc1C(C)Oc1ccc(Cl)cc1 (configuration not stated)	-1.3%	0.3%	27.4	13.6%	7.1%	-1.6%
CCOc1ccc(/C(O)=C2/C(=O)C(=O)N(CCOCCO)C2c2ccc(F)cc2)cc1 (configuration not stated)	0.8%	26.9%	-15.2	23.3%	-0.3%	-12.8%
COc1ccccc1-c1cc(C(=O)NCc2ccc(F)cc2)no1	.	0.1%	-28.6	-20.4%	-3.6%	?
CCOC(=O)c1c(C)[nH]c(C(=O)COC(=O)C(C)N2C(=O)C3CCCCC3C2=O)c1C (configuration not stated)	-2.0%	-0.3%	-9.9	11.8%	-5.2%	-6.5%
COc1ccccc1N1CCN(c2ncnc3onc(-c4cccc(Cl)c4)c23)CC1	.	.	10.1	-6.2%	.	-2.7%
CC(=O)Nc1ccc(N2Cc3ccccc3C2)cc1	8.4%	-24.0%	8.4	12.6µM*	30.7%	?
Clc1ccc(Nc2ncn[nH]2)c(Cl)c1	8.8%	-10.5%	?	.	37.6%[activator]	-4.5%
N#Cc1ccccc1Cn1cc(C#N)c2ccccc21	-1.2%	-5.2%	11.7	-6.3%	3.9%	-10.4%
Cc1sc2nc(SCC(=O)N3CCCC3)[nH]c(=O)c2c1C	9.8%	-23.9%	20.3	-9.0%	-4.4%	-21.4%
COC(=O)C1C(=O)C2=C(CC1C)NC(C)=C(C(=O)OC(C)C)C2c1ccc(OC)c(O)c1 (configuration not stated)	0.1%	-0.9%	71.3	-21.6%	6.5%	-5.0%
COc1ccc(-c2nc(C)c(CCNS(=O)(=O)c3cc(Cl)ccc3Cl)s2)cc1	.	.	-38.8	2.0%	.	-1.9%
COc1ccccc1CCC(=O)Nc1ccc(S(=O)(=O)Nc2nccs2)cc1	25.2%	.	4.7	-1.9%	-4.4%	-20.2%
Cc1cc(O)c(C(C)C)cc1N=Cc1ccccc1O	8.7%	3.54µM*	-14.1	3.98µM*	-13.1%	-14.5%
COc1ccc(C2CC(C(F)(F)F)n3nc(C(=O)NCCCn4ccnc4)cc3N2)cc1OC (configuration not stated)	-22.0%&13.3%	8.6%	70.3	-1.6%	-14.3%	-8.4%
CC(C)C(=O)NC(=S)N1CCc2ccccc21	-3.7%	-19.8%	52.0	-24.5%	23.7%	-7.7%
CC(=O)Cc1nsc(Nc2ccc(F)cc2)n1	27.4%	5.8%	-22.7	-11.8%	14.5%	-1.0%
CCOC(=O)CNC(=O)C1(NC(=O)CNC(=O)OCc2ccccc2)CCCC1	11.9%	.	10.1	.	-22.4%	.
CCCCc1c(C)c2cc(C)ccc2[nH]c1=O	-21.3%	2.1%	5.3	1.8%	10.3%	-2.0%
Cc1ccc2nc3c(cc(C(=O)NC4CCS(=O)(=O)C4)n3Cc3ccccc3)c(=O)n2c1 (configuration not stated)	?	-14.2%	0.0	-8.1%	-2.9%	2.9%
CCC(NC(=O)c1ccccc1NC(=O)c1ccco1)C(=O)NC1CCCCC1 (configuration not stated)	0.4%	3.2%	-17.0	1.4%	-2.4%	-0.1%
O=Cc1ccc(OCCN2CCCC2=O)cc1	11.2%	8.9%	9.5	0.0%	-5.5%	-8.4%
Cc1ccc(-n2ncc(C(=O)N3CCC(c4ccccc4)C3)c2C2CCN(C(=O)OC(C)(C)C)CC2)cc1 (configuration not stated)	.	.	-9.1	1.1%	.	21.6%
COc1ccc(CN(C)C(=O)CCC(=O)N2CCN(S(=O)(=O)c3ccc(Cl)cc3)CC2)c(OC)c1	?	.	?	.	-0.3%	.
COC(=O)C(CCSC)NC(=O)c1cc2c(n(-c3ccccc3)c1=O)CCCC2=O (configuration not stated)	-2.5%	-1.6%	9.0	12.7%	-15.5%	9.1%
C=CCOC(=O)C1=C[C@@H](c2cn(C(C)=O)c3ccccc23)C[C@@H](OCCCCO)O1	-19.0%	-8.7%	17.4	0.0%	-9.9%	7.0%
CC(C)Cn1c(-c2ccccc2)nc2ccccc2c1=O	?	7.8%	-30.3	17.4%	-17.9%	-12.3%
CCOC(=O)c1cc(-c2ccc(F)cc2)n(CCC(=O)Nc2nc3cc(C)c(C)cc3s2)c1C	.	.	?	10.1%	.	7.4%
Cc1nc2ccc(Cl)cc2c(-c2ccccc2)c1C(=O)N(C)C	?	-18.3%	-3.5	-12.2%	-16.1%	0.7%
O=C(Nc1cccc(NC(=O)c2cccnc2)c1)c1cccnc1	1.2%	-1.6%	-4.0	-4.1%	5.6%	-7.4%
CCOC(=O)C1=C(C)NC(C)=C(C(=O)OCC)C1C(=O)OCC(=O)N1CC(C)OC(C)C1 (configuration not stated)	10.3%	.	32.3	3.3%	6.3%	3.7%
O=c1[nH]c(=O)n(-c2cccc(Cl)c2)c(O)c1/C=N/c1ccccn1	7.1%	-2.1%	4.1	79.4µM*	10.9%	-13.6%
Cc1nc2nc(SCc3ccccc3)[nH]n2c(=O)c1C	-8.4%	?	30.5	4.6%	-1.4%	-18.7%
COc1ccccc1C(=O)NC(=O)COC(=O)CN1C(=O)NC(C)(C)C1=O	12.2%	.	-10.1	4.3%	5.1%	2.9%
Cc1nc2ccccc2c(=O)n1/N=C/c1ccc(N(C)C)cc1	-3.8%	0.8%	-3.9	1.7%	-0.3%	-14.4%
O=[N+]([O-])c1cc(-c2cnc3ccccc3n2)ccc1Oc1ccc(Br)cc1	-29.7%	0.2%	14.7	32.0%	-7.3%	-5.0%
O=C(Nc1ccc(Br)cc1)c1cc(S(=O)(=O)NC2CCCC2)ccc1F	.	.	-34.6	6.5%	.	-4.5%
Cc1cc(OC(=O)c2ccccc2C)c([N+](=O)[O-])c(=O)[nH]1	20.1%	.	-14.3	0.8%	4.5%	2.4%
COc1cccc(C2=NOC(C(=O)N3CCN(C(=O)c4ccco4)CC3)C2)c1 (configuration not stated)	2.8%	0.3%	5.2	-10.5%	-2.5%	?
O=C(CN1C(=O)c2ccccc2C1=O)NC1(C(=O)O)CCCC1	4.9%	.	?	.	-23.1%	.
CC(=O)c1ccc(C(=O)N2CCCC(Nc3ccc(C(C)C)cc3)C2)s1 (configuration not stated)	-20.4%	.	?	-1.8%	-1.5%	1.7%
CC1=C(C)CC(C(=O)Nc2ccc(C(N)=O)cc2)C(C(=O)O)C1 (configuration not stated)	-2.1%	5.5%	-11.5	-12.4%	8.5%	?
CCN(C(=O)c1ccc(Br)o1)C1CCS(=O)(=O)C1 (configuration not stated)	0.5%[8.37 µM]	.	-16.4	0.2%	1.6%	?
CC1CCCN(S(=O)(=O)c2ccc(C(=O)Nc3nnc(C4=COCCO4)o3)cc2)C1 (configuration not stated)	.	28.2µM*	-7.6	5.0%	.	?
O=C(CCN1C(=O)/C(=C/c2cccs2)SC1=S)NC1=NCCS1	4.9%	2.5%	-19.8	-15.3%	2.2%	?
O=C(C1CC1)N1CCc2cc(S(=O)(=O)NCCCN3CCCCC3)ccc21	?	.	-4.0	6.6%	-3.7%	1.6%

An unsorted share of the library. About 9.3% of those tested had a hit in this group.
